ADAM10 inh: human ADAM10 inhibitors, primary screen, biochemical, QFRET, HTS | Disintegrin and metalloproteinase domain-containing protein 10 (Homo sapiens), O14672 | recombinant ADAM10, EDANS/DABCYL FRET peptide cleavage, 3 h | inhibition, % at 7 µM | 0.62% of 370,000 active | AID 720582, 2013;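 active = inhibition above a per-campaign cutoff equal to the mean of compounds falling between control-based bounds plus 3 SD, cut at about 20% in these data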;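 also: 0% = DMSO wells while the 100% control is not disclosed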
Tn7 DDE FP: inhibitors of Tn7 peptide binding to fibrin DD(E), primary screen, biochemical, fluorescence polarization, human fibrin, Tn7 probe; FP displacement of FITC-Tn7 peptide from fibrin DD(E); 0% = median of compound wells per plate; inhibition, % at 8.3 µM; 0.13% of 370,000 active; AID 720508, 2013;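 active = inhibition above the mean of compounds falling within the control limits plus 3 SD of them, cut at about 14% in these data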;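 also: 0% = plate median of compound wells and 100% = 10 µM Aha-Tn7 peptide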
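Assay system: human fibrin DD(E) protein / Input: 2 µM fibrin DD(E) / Benchmarks: high control of 10 µM Aha-Tn7 peptide / Measured by: fluorescence polarization of the labelled Tn7 tracer / Medium: Tris buffer with calcium and detergent, pH 7.8 / Timing: 10 min compound pre-incubation, 3 h probe incubation at room temperature / Repeats: one replicate per compound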
ASAP1 inh: inhibitors of human ASAP1 ArfGAP activity, primary screen, biochemical, fluorescence polarization; Arf-GAP with SH3 domain, ANK repeat and PH domain-containing protein 1 (Homo sapiens), …; 0.19% of 360,000 active; ASAP1-stimulated ARF1 GTP hydrolysis, GDP FP detection; AID 624377, 2012; inhibition, % at 16.5 µM; in the data active = inhibition above about 25%;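 also: 0% = vehicle with enzyme and substrate and 100% = no enzyme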
Tn6 DDE FP: inhibitors of Tn6 peptide binding to fibrin DD(E), primary screen, biochemical, fluorescence polarization, human fibrin, Tn6 probe; Fibrinogen beta chain (Homo sapiens), P02675; Fibrin DD(E) TRITC-Tn6 fluorescence polarization displacement; inhibition, % at 8.3 µM; 0.21% of 370,000 active; AID 720509, 2013;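 active = inhibition above a per-campaign cutoff: mean of compounds within control limits plus 3 SD, cut at about 15% in these data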;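 also: 0% = median of all compound wells on the plate and 100% = blocking peptide control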
ARFGAP1 inhibitor: inhibitors of rat ARFGAP1 GAP activity, primary screen, biochemical, fluorescence polarization, GDP tracer; ADP-ribosylation factor GTPase-activating protein 1 (Rattus norvegicus), Q62848; Arfgap1-stimulated ARF1 GTP hydrolysis, GDP FP detection; inhibition, % at 16.5 µM; 0.26% of 360,000 active; AID 651572, 2012;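 active = inhibition above a per-plate limit, mean inhibition of low control wells plus 3 SD, cut at about 25% in these data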;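 also: 0% = DMSO wells with enzyme and 100% = wells lacking Arfgap1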
Target sequence (Q62848 1-136 limits assumed): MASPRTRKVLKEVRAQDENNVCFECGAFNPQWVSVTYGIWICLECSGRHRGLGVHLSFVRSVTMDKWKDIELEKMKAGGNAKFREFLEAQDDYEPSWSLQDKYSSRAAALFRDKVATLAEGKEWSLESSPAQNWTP
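Material: truncated rat Arfgap1 GAP domain; Incubation: compound-enzyme preincubation 20 min, reaction 120 min, detection 60 min, 25 °C; Read-out: percent inhibition of Arfgap1-stimulated GTP hydrolysis; Technique: FP, GDP Alexa 633 tracer displaced from anti-GDP antibody, 620/688 nm; Controls: No-Arfgap1 wells (100%) versus DMSO full-reaction wells (0%); Replication: single well per compound.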
SIAE inh: human SIAE inhibitors, primary screen, biochemical, fluorescence polarization, FP-Rh probe, 1536-well HTS; SIAE FP-Rh probe binding; 0.69% of 370,000 active; inhibition, % at 9.66 µM;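 active = inhibition above a cutoff: mean of compounds within the control limits plus 3 SD of those, cut at about 17% in these data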;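 also: 0% = plate median of compound wells and 100% = probe without SIAE protein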
Target sequence (Q9HAT2 whole entry, looked up): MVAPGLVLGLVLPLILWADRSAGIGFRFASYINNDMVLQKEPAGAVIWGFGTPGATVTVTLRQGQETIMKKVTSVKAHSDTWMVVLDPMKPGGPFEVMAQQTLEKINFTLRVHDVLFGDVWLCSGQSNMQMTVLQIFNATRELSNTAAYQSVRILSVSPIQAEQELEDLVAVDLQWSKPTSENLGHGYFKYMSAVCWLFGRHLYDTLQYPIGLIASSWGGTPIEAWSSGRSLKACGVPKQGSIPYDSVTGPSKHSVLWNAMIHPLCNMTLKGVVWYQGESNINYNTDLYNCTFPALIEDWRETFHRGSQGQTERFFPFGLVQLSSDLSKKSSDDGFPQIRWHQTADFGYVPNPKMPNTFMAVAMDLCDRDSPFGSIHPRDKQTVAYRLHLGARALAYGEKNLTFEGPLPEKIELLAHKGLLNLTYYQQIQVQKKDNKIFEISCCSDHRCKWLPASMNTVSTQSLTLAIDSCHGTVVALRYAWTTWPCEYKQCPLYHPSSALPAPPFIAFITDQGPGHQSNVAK
PLCb3 inh: human PLC-beta3 inhibitors, primary screen, biochemical, fluorescence. Purified PLC-beta3, fluorogenic substrate. 1-phosphatidylinositol 4,5-bisphosphate phosphodiesterase beta-3 (Homo sapiens), Q01970. AID 720704, 2013. inhibition, % at 12.2 µM. 0.18% of 370,000 active; in the data active = inhibition above about 11%;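 also: 0% = median of compound wells on plate and 100% = full blocker control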
TDP2 absorb: human TDP2 enzyme inhibitors, primary screen, biochemical, epi absorbance, recombinant enzyme; Tyrosyl-DNA phosphodiesterase 2 (Homo sapiens), O95551; T5PNP hydrolysis, p-nitrophenol absorbance 415 nm; inhibition, % at 12.8 µM; 0.34% of 370,000 active;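 active = inhibition above the mean of all tested compounds plus 3 SD, set per campaign, cut at about 25% in these data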;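 also: 0% = DMSO with enzyme and 100% = buffer with substrate but no TDP2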
Target sequence (O95551 whole entry, looked up): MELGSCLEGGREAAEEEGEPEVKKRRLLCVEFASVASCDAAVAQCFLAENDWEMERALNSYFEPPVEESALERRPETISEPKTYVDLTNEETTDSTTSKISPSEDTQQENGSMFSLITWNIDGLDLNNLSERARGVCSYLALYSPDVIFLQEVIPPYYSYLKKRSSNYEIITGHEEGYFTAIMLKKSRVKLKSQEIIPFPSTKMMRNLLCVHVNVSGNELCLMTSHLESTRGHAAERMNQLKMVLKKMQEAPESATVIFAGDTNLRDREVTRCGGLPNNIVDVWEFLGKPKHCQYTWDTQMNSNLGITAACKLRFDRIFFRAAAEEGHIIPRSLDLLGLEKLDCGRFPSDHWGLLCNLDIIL
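Read-out basis: percent inhibition. System: recombinant human TDP2. Buffer or medium: Mg2+-containing Tris-HCl buffer, pH 7.5. Repeats: single replicate. Timing: reaction 2 h, 37 °C. Benchmarks: high control without enzyme, low control DMSO plus TDP2. Probe or stimulus: 5 mM T5PNP. Doses: 12.8 µM only. Measured by: epi absorbance of p-nitrophenol freed from T5PNP by hydrolysis.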
ADAM17 inh: ADAM17 inhibitors, primary screen, biochemical, QFRET. AID 720648, 2013. recombinant ADAM17, EDANS/DABCYL FRET peptide cleavage. Disintegrin and metalloproteinase domain-containing protein 17 (Homo sapiens), P78536. inhibition, % at 6.95 µM. 0.83% of 370,000 active;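 active = inhibition above the mean of compounds lying between control limits plus 3 SD, set per campaign, cut at about 8.5% in these data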;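 also: 0% = DMSO-only wells as the low control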
PLCg1 inh: PLC-gamma1 enzyme inhibitors, primary screen, biochemical, fluorescence, purified enzyme; 1-phosphatidylinositol 4,5-bisphosphate phosphodiesterase gamma-1 (Homo sapiens), P19174; fluorogenic substrate; inhibition, % at 12.2 µM; 0.84% of 370,000 active; AID 720700, 2013; in the data active = inhibition above about 9.5%
* marks the source's active call; other numbers are inactive results; i = inactive; x = not tested or not shown.

SMILES	ADAM10 inh	Tn7 DDE FP	ASAP1 inh	Tn6 DDE FP	ARFGAP1 inhibitor	SIAE inh	PLCb3 inh	TDP2 absorb	ADAM17 inh	PLCg1 inh
CC1(C)OC(=O)C2=C(CC(CCc3ccccc3)OC2c2ccc(Cl)c(Cl)c2)O1 (stereo not drawn)	8.8	-4.4	-5.9	-6.8	9.6	-0.3	0.5	2.8	1.9	1.0
C[C@@H](NC(=O)C1(c2ccccc2)CCN(C(=O)OC(C)(C)C)CC1)C(=O)N[C@@H](C(=O)O)c1ccccc1	1.4	-6.1	-6.4	0.0	-1.1	-1.3	3.9	-4.8	-1.2	4.8
CCOC(=O)C1=C(C)NC2=C(C(=O)C(C(=O)OC)C(C)C2)C1c1ccc(OC)c(O)c1 (stereo not drawn)	-11.9	-9.0	-0.6	2.0	14.3	3.6	-8.4	-0.3	-2.1	-8.1
CN(C)C(=O)CCN1CCOCC1	-7.4	-0.3	9.2	-2.7	-5.6	-0.3	0.6	9.0	-2.1	-1.7
C/C(=N\NC(N)=O)c1ccc(Cl)s1	-2.2	-0.1	0.3	-0.9	2.4	-1.4	-3.9	0.9	-1.0	7.8
Cn1c(=NCC(O)COc2ccccc2)sc2ccccc21 (stereo not drawn)	13.8	-1.8	-1.1	-5.5	-5.2	2.5	4.8	-12.4	3.9	4.3
O=C(NCc1ccc(F)cc1)c1cc2c(s1)CCCC2	12.0	4.3	-0.5	-9.2	3.3	0.0	14.6*	-5.0	1.0	15.7*
O=C1CC(N2CCN(S(=O)(=O)c3ccccc3F)CC2)C(=O)N1c1ccc(F)cc1F (stereo not drawn)	3.0	3.9	8.3	-4.2	11.0	3.0	1.7	0.5	0.9	2.1
O=C(Cc1nn[nH]n1)NCc1ccccc1Cl	-0.4	0.1	-10.0	4.0	10.3	11.0	0.2	0.4	-1.5	-0.3
COc1cc(C)c(NC(=S)Nc2ccc(C)c(Cl)c2)cc1OC	8.7	-12.0	8.9	-0.8	14.7	1.4	4.3	-8.4	3.6	2.4
COc1ccc(NC(=S)NNC(=O)c2cccnc2)cc1OC	11.5	2.8	4.6	-8.0	9.0	-2.6	-0.3	8.9	-2.9	-0.3
Cc1ccc(C(=O)COC(=O)CN2C(=O)C3CC=CCC3C2=O)cc1C (stereo not drawn)	3.1	-3.3	8.7	-3.8	-8.4	-7.0	2.9	0.1	0.5	1.5
Cc1cc(C)n(-c2ccc(C(=O)Nc3sccc3C(N)=O)cc2)n1	-6.4	2.3	1.0	-5.0	-6.9	-8.2	-122.9	3.7	-3.4	-98.3
CC(C)c1ccc(NC(=O)c2cc3c(=O)n(C)c4ccccc4c3n2C)cc1	6.5	-2.4	0.2	1.5	-0.5	-8.4	4.6	-1.9	-0.6	3.6
O=C(Nc1nnc(-c2ccccc2Cl)o1)c1cccnc1	-1.4	0.4	7.4	5.2	11.2	4.5	1.3	5.1	-5.8	-1.5
CNC(=S)N1CCN(C(=O)C2CCCO2)CC1 (stereo not drawn)	-3.4	-1.1	1.8	0.3	12.6	1.7	2.4	-6.5	-2.5	-3.7
Cc1ccc2cc(COC(=O)c3ccncc3)c(=O)[nH]c2c1	-0.7	-0.6	4.9	10.7	-6.2	-1.1	-0.8	9.5	-3.5	-0.7
O=C1CN(C(=O)/C=C/c2ccc(Cl)cc2Cl)CCN1	4.7	3.5	1.2	4.0	4.2	0.5	-3.8	-0.8	0.1	3.1
CCOC(=O)c1sc(C)c2c(=O)n(CC(=O)c3ccc(Br)cc3)nnc12	1.7	1.9	5.7	-5.5	7.5	-5.1	3.5	-3.6	-9.8	-0.5
Cc1ccc(O)c(C(CC(=O)NC(C)C)c2ccccc2)c1 (stereo not drawn)	6.2	0.4	-4.3	-2.2	1.0	0.6	-4.2	-12.1	-2.4	4.5
Cc1cc(C)n2c(SCCO)nnc2n1	5.3	-7.3	-10.4	1.9	1.6	5.7	-1.4	-5.4	-0.7	2.7
C[C@@H](NC(=O)c1ncn2c1C(=O)NC[C@@H]2C)c1ccccc1	-5.1	-1.9	-21.4	-1.7	-6.0	1.4	2.6	-9.8	0.5	-1.5
CC(=O)N/C(=C/c1ccccc1)C(=O)NC(Cc1ccccc1)C(=O)O (stereo not drawn)	0.9	-5.0	-24.2	3.7	9.2	-3.3	2.4	-5.9	-1.9	2.4
COC(=O)C[C@H]1CC[C@H]2[C@@H](COc3ccc(NC(=O)Nc4ccccc4)cc3C(=O)N2C)O1	-4.6	-0.9	x	4.3	x	-0.4	0.7	-2.7	-2.4	1.6
CC1CCN(C(=S)c2ccc(-c3ccc(Cl)cc3Cl)o2)CC1	-3.2	2.8	-6.2	1.8	-7.4	-1.5	1.0	-8.0	-5.5	-0.2

PLCg1 inh: what is marked active above.
SMILES	ADAM10 inh	Tn7 DDE FP	ASAP1 inh	Tn6 DDE FP	ARFGAP1 inhibitor	SIAE inh	PLCb3 inh	TDP2 absorb	ADAM17 inh	PLCg1 inh
O=C(NCc1ccc(F)cc1)c1cc2c(s1)CCCC2	12.0	4.3	-0.5	-9.2	3.3	0.0	14.6*	-5.0	1.0	15.7*

(further entries)
SMILES	ADAM10 inh	Tn7 DDE FP	ASAP1 inh	Tn6 DDE FP	ARFGAP1 inhibitor	SIAE inh	PLCb3 inh	TDP2 absorb	ADAM17 inh	PLCg1 inh
COC(=O)c1c(NC(=O)COC(=O)CC(NC(C)=O)c2ccccc2)sc(C)c1C (stereo not drawn)	-1.4	1.7	10.3	-0.1	-8.1	1.3	-0.6	17.4	-2.6	1.8
CC(C)n1cc(/C=C2/SC(=O)N(CC(=O)N3CCCC3)C2=O)c2ccccc21	0.9	6.0	-6.0	4.1	4.5	-5.3	1.2	-2.2	-2.2	0.0
C=CCOc1cccc(C(=O)N2CCCC(Nc3ccc(F)cc3)C2)c1 (stereo not drawn)	5.4	-0.7	16.8	6.7	7.9	1.8	-3.6	-9.7	2.1	1.5
CCC(C)Sc1nnc(NC(=O)c2ccco2)s1 (stereo not drawn)	6.5	4.8	-11.3	-0.1	1.3	2.0	-14.5	-9.5	-2.2	-7.6
CCCCN1C(N)=NC[C@@H]1Cc1ccc(O)cc1	-4.5	3.3	-1.8	-13.1	10.7	-0.6	2.1	-4.6	-2.1	-2.8
Nc1nc2ccc(Cl)cc2cc1C(=O)NC1CC1	i	3.6	7.2	6.4	-4.3	5.6	-386.9	-10.8	-253.1	-281.9
CNc1ncnc2c1ncn2[C@H]1CN(Cc2ccccc2)C[C@@H](CO)O1	-4.5	-4.3	-13.3	8.5	4.6	4.8	1.3	-4.3	-1.2	-0.7
C=CCn1c(-c2cccc(Cl)c2)n[nH]c1=S	3.4	-5.1	1.4	3.6	2.1	5.4	-8.5	-0.8	-4.6	-8.7
O=C(CN1CCN(c2ccc(O)cc2)CC1)Nc1ccc(-c2ccccc2)cc1	11.4	-3.2	-4.6	1.8	6.6	5.3	-9.6	-11.6	3.0	5.1
Nc1ccccc1-n1c(=O)n(Cc2ccccc2F)c(=O)c2[nH]cnc21	-3.2	1.8	2.9	5.1	8.7	7.2	-6.8	4.1	-4.4	1.7
O=C(CCCCCNC(=O)c1ccccc1)C[N+](=O)[O-]	-5.0	6.2	-3.1	3.7	11.0	4.1	-3.9	5.7	-1.3	-2.3
Cc1ccc(C(=O)O/N=C(\N)c2ccccn2)cc1	-6.6	2.9	-2.8	-8.9	0.9	0.2	-9.7	-0.2	-4.5	0.8
CC(C)NC(=O)c1cc2cc([N+](=O)[O-])ccc2s1	9.7	-1.4	4.8	-0.4	-5.6	2.2	11.9*	-19.5	7.9	13.9*
OCCC1CN(Cc2nc3c(s2)CCCC3)CCN1CCc1ccccc1 (stereo not drawn)	-1.2	-5.4	8.5	-4.6	4.7	10.1	-1.6	7.9	-2.1	-2.5
CCCOc1ccc(Cn2c(O)cc(=O)[nH]c2=O)cc1	-8.6	-1.3	-1.7	-7.6	-1.2	8.1	-3.1	2.9	-5.0	1.1
CC(=O)c1ccc(S(=O)(=O)NCCC(=O)N2CCN(c3ccccn3)CC2)cc1	-28.1	0.4	-5.1	-2.7	6.0	-6.5	-13.2	-8.3	-0.4	1.5
Nc1ccccc1S(N)(=O)=O	-4.5	-6.5	5.5	10.0	10.9	-12.2	-1.2	-5.6	-6.7	0.4
CC(C)c1ccc(-c2cc(C(=O)N3N=C(C(F)F)CC3(O)C(F)F)c3ccccc3n2)cc1 (stereo not drawn)	-26.5	-10.2	2.5	-7.3	16.6	-43.2	-76.8	-15.3	-3.6	-28.8
COc1ccc(-c2[nH]ncc2CN2CCCOc3c(cccc3OC)C2)c(OC)c1	3.4	1.4	-0.8	-1.7	-1.5	2.3	-2.5	5.8	-2.0	1.8
O=C(Cn1ccc([N+](=O)[O-])n1)NCc1cccnc1	-3.6	6.3	-9.8	-4.8	-4.1	-0.5	-3.2	-3.8	-4.8	1.1
COc1ccc(S(=O)(=O)N(C)C)cc1NC(=O)Cc1ccc(S(=O)(=O)N2CCOCC2)s1	-13.3	-0.9	4.3	-3.8	7.6	-8.2	-9.4	3.0	-6.2	-3.9
CNC(=O)Nc1ccc2nc(C)sc2c1	-19.0	6.4	2.4	6.1	-7.6	1.8	-6.0	-4.5	-7.3	-9.0

Single entries from the results shown.
For ADAM17 inh, C=CCn1c(-c2cccc(Cl)c2)n[nH]c1=S shows -4.6
For SIAE inh, COc1ccc(-c2[nH]ncc2CN2CCCOc3c(cccc3OC)C2)c(OC)c1 shows 2.3
For ADAM10 inh, CC(C)NC(=O)c1cc2cc([N+](=O)[O-])ccc2s1 shows 9.7
